From PubChem
MLLE-PAM2 inh – inhibitors of microRNA-mediated deadenylation, human PABP1 MLLE binding | 360,000 compounds, 0.36% hits | AID 588489 | inhibition, % at 20 µM | GST-MLLE / FITC-PAM2 fluorescence polarization | P11940; in the data active = inhibition above about 35%, passing the limit was not always enough;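 note: plate controls were DMSO wells with GST-MLLE for no effect and wells lacking GST-MLLE protein for full effect; some results filed as inactive read as strong as hits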
MsrA inhibitor – inhibitors of bovine MsrA. purified bovine MsrA, absorbance read-out. inhibition, % at 15.5 µM. AID 651718. 360,000 compounds, 0.75% hits; in the data active = inhibition above about 4.5%;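 note: 0% = vehicle wells with enzyme and 100% = reference inhibitor wells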
Rin1-Abl PPI inh – human Rin1-Abl interaction inhibition; AID 588664; 360,000 compounds, 0.4% hits; inhibition, % at 7.35 µM; TR-FRET Rin1/Abl binding, biochemical; P00519+Q13671; in the data active = inhibition above about 5%, passing the limit was not always enough
Target sequence (P00519 whole entry, looked up): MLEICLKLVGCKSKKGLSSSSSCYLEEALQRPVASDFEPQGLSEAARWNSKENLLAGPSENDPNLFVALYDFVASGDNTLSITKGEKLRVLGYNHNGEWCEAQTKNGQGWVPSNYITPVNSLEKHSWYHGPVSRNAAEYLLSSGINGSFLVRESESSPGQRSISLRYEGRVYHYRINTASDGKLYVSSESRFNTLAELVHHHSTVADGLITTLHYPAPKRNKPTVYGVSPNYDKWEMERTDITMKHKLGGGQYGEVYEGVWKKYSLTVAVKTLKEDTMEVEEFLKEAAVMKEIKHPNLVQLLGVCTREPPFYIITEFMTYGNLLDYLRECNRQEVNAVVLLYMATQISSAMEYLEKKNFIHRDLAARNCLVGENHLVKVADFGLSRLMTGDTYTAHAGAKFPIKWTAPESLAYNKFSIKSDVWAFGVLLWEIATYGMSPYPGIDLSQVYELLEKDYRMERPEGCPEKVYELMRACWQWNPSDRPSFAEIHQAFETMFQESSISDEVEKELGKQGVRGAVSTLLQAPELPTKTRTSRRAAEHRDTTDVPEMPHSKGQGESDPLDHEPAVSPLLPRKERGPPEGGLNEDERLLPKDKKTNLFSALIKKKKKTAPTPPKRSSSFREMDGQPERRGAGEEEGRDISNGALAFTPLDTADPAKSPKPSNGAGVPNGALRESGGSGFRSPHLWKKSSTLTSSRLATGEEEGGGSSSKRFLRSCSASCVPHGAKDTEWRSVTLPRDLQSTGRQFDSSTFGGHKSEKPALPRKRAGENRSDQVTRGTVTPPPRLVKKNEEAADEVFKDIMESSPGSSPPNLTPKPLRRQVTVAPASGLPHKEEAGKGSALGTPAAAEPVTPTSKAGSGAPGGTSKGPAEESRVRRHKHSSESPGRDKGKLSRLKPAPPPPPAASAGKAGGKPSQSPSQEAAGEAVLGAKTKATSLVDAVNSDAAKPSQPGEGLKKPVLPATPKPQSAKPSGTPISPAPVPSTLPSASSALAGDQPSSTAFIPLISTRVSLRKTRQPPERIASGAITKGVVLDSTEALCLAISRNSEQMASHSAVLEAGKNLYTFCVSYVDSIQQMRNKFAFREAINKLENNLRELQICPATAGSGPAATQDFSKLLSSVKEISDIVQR
Target sequence (Q13671 whole entry, looked up): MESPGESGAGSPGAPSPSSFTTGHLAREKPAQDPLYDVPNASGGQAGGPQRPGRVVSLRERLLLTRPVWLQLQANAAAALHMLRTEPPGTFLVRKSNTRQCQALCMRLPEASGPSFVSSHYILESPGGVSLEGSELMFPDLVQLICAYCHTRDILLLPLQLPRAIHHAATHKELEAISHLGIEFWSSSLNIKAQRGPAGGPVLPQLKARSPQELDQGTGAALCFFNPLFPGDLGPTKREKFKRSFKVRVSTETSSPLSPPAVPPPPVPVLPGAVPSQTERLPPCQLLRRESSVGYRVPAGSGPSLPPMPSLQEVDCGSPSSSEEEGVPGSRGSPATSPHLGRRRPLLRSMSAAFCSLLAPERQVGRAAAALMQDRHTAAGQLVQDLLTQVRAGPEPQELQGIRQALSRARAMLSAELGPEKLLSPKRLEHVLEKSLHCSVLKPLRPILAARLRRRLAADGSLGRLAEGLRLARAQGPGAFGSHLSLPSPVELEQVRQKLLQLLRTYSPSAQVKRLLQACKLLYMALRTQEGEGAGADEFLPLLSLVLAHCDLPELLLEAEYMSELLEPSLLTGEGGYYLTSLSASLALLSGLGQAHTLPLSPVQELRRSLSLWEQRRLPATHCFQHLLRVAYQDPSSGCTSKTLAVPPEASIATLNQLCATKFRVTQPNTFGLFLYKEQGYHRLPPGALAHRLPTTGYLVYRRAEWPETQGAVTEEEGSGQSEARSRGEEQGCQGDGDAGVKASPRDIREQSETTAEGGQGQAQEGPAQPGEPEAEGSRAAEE
FAS-TE inh – blocks the thioesterase domain of human fatty acid synthase; P49327; recombinant FAS-TE, OMFH fluorogenic substrate, fluorescence endpoint; inhibition, % at 15 µM; 360,000 compounds, 0.67% hits; AID 602261;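 active = compounds whose normalised, plate-corrected inhibition of enzyme fluorescence in the single-dose primary screen is 50% or more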;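 note: 0% = DMSO with enzyme and 100% = substrate without enzyme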
E coli Lon inh – inhibits E. coli Lon protease; inhibition, % at 7.94 µM; purified E. coli Lon protease, fluorescence polarization; 360,000 compounds, 0.42% hits; AID 602123; P0A9M0; in the data active = inhibition above about 13%, passing the limit was not always enough;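 note: 0% = enzyme with probe and DMSO and 100% = no enzyme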
CSN deneddyl inh – blocks human CSN-mediated cullin deneddylation | Purified CSN, SCF-Nedd8-OG deneddylation, fluorescence polarization | inhibition, % at 12.5 µM | 360,000 compounds, 0.38% hits | AID 651999;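 active = pattern-corrected inhibition above about 35%, with an unprinted fluorescence ratio check between 0.5 and 1.5, limit read from the data, passing the limit was not always enough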;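 note: 0% = enzyme with substrate and 100% = substrate without enzyme; some results filed as inactive read as strong as hits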
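Assay system: Purified human Csn5 enzyme expressed in HEK293T cells | Amount: Enzyme 0.24 nM | Measured by: Fluorescence polarization readout | Medium: Tris/NaCl/DTT buffer, pH 7.5 | Compound dosing: One concentration, 12.5 µM, 0.25% DMSO | Times: 90 min incubation of compound, enzyme and substrate at room temperature | Control set: no-enzyme wells high, enzyme-with-substrate wells low | Read-out: % inhibition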
MT1-MMP act inh – blocks activation of human MT1-MMP. P50281. HT1080 RFP-PRO-GFP cells, GFP/RFP ratio fluorescence, overnight; percent of plate control window, DMSO zero. GFP/RFP ratio change, % at 20 µM. 360,000 compounds, 0.061% hits. AID 651647;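 active = GFP/RFP ratio change of at least 30% with cell ATP level not reduced by more than half and red fluorescence within 50% of control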; note: strong numbers were not always called active
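Assay system: RFP-PRO-GFP reporter HT1080 cells; read-out basis: GFP/RFP fluorescence ratio; benchmarks: DMSO wells and RFP-L50D-GFP cells; doses: 20 µM single dose, 1% DMSO; schedule: overnight cell settling, then overnight compound exposure, 37 °C, 5% CO2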
Rpn11 block – Rpn11 (human) deubiquitinase inhibition; O00487; human 26S proteasome, Ub4-pepOG fluorescence polarization; 20S core pre-blocked with epoxomicin; calls only at 20 µM; 360,000 compounds, 0.59% hits;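 active = inhibition at 20 µM, scaled to each plate's controls, above about 33%, limit read from the data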
MsrA act – bovine methionine sulfoxide reductase A activation | AID 602163 | activation, % at 10.6 µM | 360,000 compounds, 0.3% hits | purified bovine MsrA, absorbance read-out; in the data active = activation above about 7.5%;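 note: 0% = vehicle and 100% = reference activator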
* marks the source's active call; other numbers are inactive results; i = inactive; · = not tested or not shown.

SMILES	MLLE-PAM2 inh	MsrA inhibitor	Rin1-Abl PPI inh	FAS-TE inh	E coli Lon inh	CSN deneddyl inh	MT1-MMP act inh	Rpn11 block	MsrA act
COc1cc(CN2CCN(Cc3ccccc3C(F)(F)F)CC2)cc(OC)c1OC	0.1	2.9	2.2	1.5	-10.1	-1.8	1.4	i	-2.4
O=S(=O)(NCc1ccco1)c1ccc2c(c1)Cc1ccccc1-2	27.0	-0.3	-3.9	7.8	-4.8	0.4	5.5	i	0.4
COc1cc(/C=C(\C#N)C(=O)NC2CCCCC2C)ccc1OS(=O)(=O)c1ccc(C)cc1 (configuration not stated)	-20.1	-0.4	2.2	12.7	-1.1	-0.9	-10.0	i	-5.0
C=CCS/C(=N\n1cnc2ccccc2c1=O)N1CCCCC1	8.8	0.2	-3.0	-4.9	0.9	5.5	0.0	i	-1.5
CC(=O)Nc1nc(CC(=O)c2ccccc2)cs1	2.5	-0.1	-6.8	-5.2	-6.8	-2.4	3.5	i	-10.8
C/C(=N\NC(=O)c1cc(C)nc2ccccc12)c1ccncc1	-12.6	-1.0	1.8	-5.1	-15.9	-2.3	0.3	i	-5.1
COC(=O)CC1SC(=O)NC1=Nc1cccc(C)c1 (configuration not stated)	-4.8	-0.4	1.9	-3.2	-2.4	-0.7	1.2	i	-3.6
Cc1nc2ccc(S(=O)(=O)NCC(=O)N3CCc4ccccc43)cc2s1	5.3	-0.2	3.2	0.5	-3.4	-6.9	0.4	i	-0.3
Cc1cc(C(=O)CSc2nnc(-c3cccs3)n2Cc2ccccc2)c(C)n1C	-115.4	-0.6	-2.8	10.0	-4.4	0.9	-5.4	i	-1.4
C=CCn1cc(C(=O)OC)c(=O)c2cc(S(=O)(=O)N3CCCCCC3)ccc21	-74.3	0.4	-1.2	-1.3	5.2	-4.0	·	i	-3.2
COCCN1C[C@@H](CO)O[C@@H](n2cnc3c(N4CCN(CCO)CC4)ncnc32)C1	8.7	-1.2	-3.5	-11.2	-5.3	4.6	1.5	i	-5.1
O=C(CC(=O)Nc1nc(C23CC4CC(CC(C4)C2)C3)cs1)NCCO	-0.6	2.0	1.5	5.7	3.1	2.2	3.9	i	-3.1
CN(C)CCNC(=S)NC1CCCCC1	-4.6	0.6	-0.2	-6.8	5.2	-1.3	-1.1	i	-3.3
CC(C)CCn1nnnc1C(c1ccc(F)cc1)N1CCN(C(=O)c2ccco2)CC1 (configuration not stated)	10.5	-1.7	0.4	0.3	-3.4	0.0	-0.4	i	-3.1
Cc1ccc([N+](=O)[O-])cc1S(=O)(=O)N1CCC(C)CC1	-13.8	1.3	-2.1	22.9	9.3	-7.0	2.8	i	-3.7
CCCN(CCC)S(=O)(=O)c1ccc(C(=O)Nc2ccc(S(=O)(=O)Nc3nnc(CC)s3)cc2)cc1	3.9	0.8	-1.8	5.7	-1.8	-2.0	-0.3	i	-2.1
CC(=O)c1sc(NC(=O)CS(=O)(=O)c2ccc(F)cc2)nc1C	11.0	2.7	-0.6	-6.7	-6.2	-0.1	1.3	i	-2.5
COc1ccc(S(=O)(=O)N2CCC(C(=O)NCc3cccnc3)CC2)cc1Cl	0.5	0.5	-1.2	-3.4	-2.5	-2.2	0.8	i	-0.5
COc1ccc(-n2nc(C(=O)NCC(=O)NC3CCCCC3)c3ccccc3c2=O)cc1	9.1	-0.3	1.4	3.0	-2.4	0.6	-0.8	i	-1.0
CC(=O)Nc1ccc(NC(=O)CC(c2ccccc2)c2ccccc2)cc1	-3.9	-1.8	-1.9	-0.9	-0.4	1.2	-0.7	i	-1.8
CC(C)(C)C1CCC(C(=O)Nc2ccc(N3CCOCC3)cc2N2CCOCC2)CC1 (configuration not stated)	-7.5	-0.7	-0.2	11.8	9.8	-1.0	-3.0	i	-2.8
C=CCn1c(O)c(N=NC(=O)OCC)c2ccccc21	5.2	2.1	-2.3	-9.9	-16.1	-3.2	-1.3	i	-2.9
Cc1ccc(OCc2nnc(SCc3cc(=O)[nH]c4ccccc34)n2-c2ccccc2)cc1	-33.4	-0.5	0.6	4.2	-0.1	-2.0	-7.5	i	-4.1
Cc1ccc(Cl)cc1NS(=O)(=O)c1ccc2c(c1)NC(=O)C(C)C(=O)N2 (configuration not stated)	-6.0	0.0	-2.4	-24.1	-4.0	-0.3	-2.7	i	-0.5
O=C(c1ccc2c(c1)OCO2)C1CCCN(Cc2ccc3nsnc3c2)C1 (configuration not stated)	0.2	-0.2	-1.5	11.4	-1.5	3.4	-1.1	i	-1.2

3 entries from above, ordered by heavy-atom count, smallest number first:
SMILES	MLLE-PAM2 inh	MsrA inhibitor	Rin1-Abl PPI inh	FAS-TE inh	E coli Lon inh	CSN deneddyl inh	MT1-MMP act inh	Rpn11 block	MsrA act
O=S(=O)(NCc1ccco1)c1ccc2c(c1)Cc1ccccc1-2	27.0	-0.3	-3.9	7.8	-4.8	0.4	5.5	i	0.4
CC(=O)Nc1ccc(NC(=O)CC(c2ccccc2)c2ccccc2)cc1	-3.9	-1.8	-1.9	-0.9	-0.4	1.2	-0.7	i	-1.8
C=CCn1cc(C(=O)OC)c(=O)c2cc(S(=O)(=O)N3CCCCCC3)ccc21	-74.3	0.4	-1.2	-1.3	5.2	-4.0	·	i	-3.2

3 entries from above, sorted by the value under MT1-MMP act inh, highest first.
compound | MT1-MMP act inh
CC(=O)c1sc(NC(=O)CS(=O)(=O)c2ccc(F)cc2)nc1C | 1.3
CCCN(CCC)S(=O)(=O)c1ccc(C(=O)Nc2ccc(S(=O)(=O)Nc3nnc(CC)s3)cc2)cc1 | -0.3
CN(C)CCNC(=S)NC1CCCCC1 | -1.1

Carrying on:
SMILES	MLLE-PAM2 inh	MsrA inhibitor	Rin1-Abl PPI inh	FAS-TE inh	E coli Lon inh	CSN deneddyl inh	MT1-MMP act inh	Rpn11 block	MsrA act
CC1=CC(c2ccccc2)n2nc(N3C(=O)c4ccccc4C3=O)nc2N1 (configuration not stated)	4.2	0.0	1.8	-8.9	1.9	2.5	0.1	i	-2.3
O=C(CN1C(=O)NC(Cc2ccccc2)C1=O)Nc1ccccc1OC(F)F (configuration not stated)	-10.0	-0.1	4.7	-6.7	-13.7	-2.7	-1.4	i	-5.0
Cc1nc2c(OCc3ccc(Cl)cc3Cl)cccn2c1N(C)CC1CC1	6.8	0.1	-0.4	57.2*	-2.1	4.9	6.1	i	-1.4
COc1ccc(CCNS(=O)(=O)c2ccc([N+](=O)[O-])cc2)cc1OC	17.0	0.4	-0.2	-2.8	8.0	3.6	0.1	i	-3.0
Cc1ccc(C(=O)NNC(=O)c2cc(OCC(F)(F)F)ccc2OCC(F)(F)F)cc1	-2.7	-0.5	0.2	10.1	0.0	-2.7	-3.4	i	-0.8
COc1cc(C(=O)NNC2=CC(=O)CC(C)(C)C2)cc(OC)c1OC	1.5	-0.5	2.5	-14.3	4.1	-20.9	-3.9	i	-4.4
O=C(NCCc1ccccn1)c1c(-c2ccccc2)sc2ccccc12	9.3	-1.2	-1.4	4.8	-0.8	4.5	3.6	i	-0.7
CCN(CC)C(=O)c1cccc(-c2csc(C(O)c3ccc(F)cc3)n2)c1 (configuration not stated)	3.4	0.5	-1.5	1.0	2.3	-4.6	-2.3	i	-3.7
Cc1ccc(-c2cc(C(=O)OCC(=O)N(C)C3CCS(=O)(=O)C3)c3ccccc3n2)o1 (configuration not stated)	30.5	1.2	-0.7	-5.0	9.2	5.1	0.0	i	-8.7
Cc1cccc(N(CC(=O)NCCc2ccccc2)C(=O)c2csnn2)c1	23.5	-0.8	5.2	-0.6	-14.2	-3.5	0.5	i	-1.5
O=C(c1cc(COc2ccc(F)cc2Cl)on1)N(CCO)Cc1cccs1	-2.0	1.1	-2.8	6.7	-9.8	4.2	-1.1	i	-3.9
O=C(CCCN1C(=O)c2ccccc2C1=O)N1CCN(c2ccccn2)CC1	-15.7	0.4	-0.2	-8.3	-9.3	-3.2	0.9	i	-10.6
CSc1nc2c(cnn2-c2ccc(C)c(C)c2)c(=O)[nH]1	9.9	1.0	-3.2	-3.3	-4.3	4.1	4.2	i	0.5
O=C1NC(=S)SC1=Cc1ccc(Cl)cc1	-6.7	3.2	-3.5	25.8	3.0	5.0	0.0	i	-6.9
CC(OC(=O)c1cccc(-n2cnnn2)c1)C(=O)NC1(C#N)CCCCC1 (configuration not stated)	-3.2	0.3	2.1	-3.5	-4.1	-4.4	1.4	i	-5.0
CCOC(=O)C[C@H]1c2ccccc2S(=O)(=O)N1c1ccccc1	2.0	-0.3	-5.2	-1.0	-9.1	-4.2	2.5	i	-0.4
O=C(NCC1CCCCN1)c1cc(OCC(F)(F)F)ccc1OCC(F)(F)F (configuration not stated)	16.3	-0.2	2.6	-4.6	-1.2	0.5	1.0	i	-6.1
CC(C)(C)C(=O)Nc1ccccc1C(=O)Nc1ccccn1	18.9	1.8	0.9	-2.8	1.7	2.8	2.0	i	-1.6
Cc1ccc(C(=O)Oc2cc(C)n(C)c(=O)c2)cc1	-4.3	0.9	2.5	5.2	-0.2	-2.3	6.3	i	-4.0
CCc1ccc(C(=O)CN2C(=O)NC3(CCOc4ccccc43)C2=O)s1 (configuration not stated)	-7.6	-0.3	3.5	17.8	-4.2	-5.2	-1.0	i	-2.3
CCc1nc2ccc(C(=O)N3CCN(C(C)=O)CC3)cn2c1N(CC)C(=O)NCCc1ccccc1	1.6	0.9	0.4	-7.0	9.8	-4.7	-0.1	i	-0.6
O=C(O)CCCC(=O)N1CCN(c2nc(-c3ccccc3Cl)c3cc(Br)ccc3n2)CC1	7.5	-0.6	-12.5	-1.0	7.0	0.9	12.7	i	-1.1
Oc1ccc(C[C@H]2CNCCN2CC2CCCCC2)cc1	0.7	-1.6	0.9	-5.4	-11.2	-0.6	0.1	i	-1.1
COC(=O)c1cc(=O)n2c(sc3ccccc32)c1C#N	-19.1	0.0	0.4	-2.6	-2.3	-3.4	-0.1	i	-3.3
O=C(Nc1ccc(N2CCOCC2)c(S(=O)(=O)Nc2cc(Cl)ccc2Cl)c1)c1cccnc1	-9.4	0.5	-5.5	4.0	-6.7	1.1	0.4	i	-1.3
COc1cc(CC(=O)NCC2CCCCC2)cc(OC)c1OC	1.2	0.1	2.1	-1.7	-7.2	-5.3	3.1	i	-0.6

In the list so far, 2 contain an NH in an aromatic ring:
SMILES	MLLE-PAM2 inh	MsrA inhibitor	Rin1-Abl PPI inh	FAS-TE inh	E coli Lon inh	CSN deneddyl inh	MT1-MMP act inh	Rpn11 block	MsrA act
Cc1ccc(OCc2nnc(SCc3cc(=O)[nH]c4ccccc34)n2-c2ccccc2)cc1	-33.4	-0.5	0.6	4.2	-0.1	-2.0	-7.5	i	-4.1
CSc1nc2c(cnn2-c2ccc(C)c(C)c2)c(=O)[nH]1	9.9	1.0	-3.2	-3.3	-4.3	4.1	4.2	i	0.5

The order is random, and some 3.7% of all compounds hit somewhere here.
